Screens as filed in PubChem.
GLP-1R agonist: activates the human GLP-1 receptor. HEK293 GLP-1R CRE-luciferase, luminescence, 4-6 h; cells express a hypersensitive GLP-1R form. Potency, µM (top dose mostly 45.6 µM), inactives show top-dose activation, hits mostly activators. actives 0.007% (n = 380,000). P43220; further: potency means the concentration at half of the fitted maximal effect; % of control where 0% means no effect
Target sequence (P43220 whole entry, looked up): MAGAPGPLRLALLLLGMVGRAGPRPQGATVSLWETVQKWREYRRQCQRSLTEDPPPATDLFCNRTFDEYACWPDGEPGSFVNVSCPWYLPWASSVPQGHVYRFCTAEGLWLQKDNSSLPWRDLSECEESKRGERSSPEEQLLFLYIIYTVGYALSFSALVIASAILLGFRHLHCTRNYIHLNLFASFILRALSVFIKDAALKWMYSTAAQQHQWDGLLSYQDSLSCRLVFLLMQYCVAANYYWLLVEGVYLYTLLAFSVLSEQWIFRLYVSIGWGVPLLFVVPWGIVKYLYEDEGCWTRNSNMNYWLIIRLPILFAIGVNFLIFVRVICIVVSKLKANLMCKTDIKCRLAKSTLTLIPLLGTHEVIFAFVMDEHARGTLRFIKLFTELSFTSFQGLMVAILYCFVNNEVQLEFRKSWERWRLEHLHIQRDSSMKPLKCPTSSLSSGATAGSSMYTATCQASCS
GLP1R cytotox: cytotoxicity counter-screen for GLP-1 receptor inverse agonists. Potency, µM (highest dose often 38.3 µM), for inactives: at the top dose activity change, negative = inhibition, usual class: inhibitors. actives 0.13% (n = 410,000). HEK293 cAMP-luciferase reporter cells, luminescence, 24 h. AID 624418;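 further: loss of luciferase light is scored as toxicity; potency means the concentration at half of the fitted maximal effect; on the % scale 0 is the no-effect control and ±100 the full control effect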
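To flag toxic compounds, the library was rerun on cells for 24 hr at 37 deg C and 5% CO2. Viability-linked luminescence was captured 12 min after adding luciferase detection reagent.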
PI5P4Ka inh: inhibitors of human PI5P4K alpha. actives 1.2% (n = 330,000). AID 652105. P48426. PI5P4Kalpha enzyme, ADP-Glo luminescence, 60 min; stronger effect = lower value. max response, %; active means max response of -50% or lower; inconclusive means between -30% and -50%; inactive means -30% or higher; further: value at the top dose of about 77 µM; on the % scale 0 is the no-effect control and ±100 the full control effect
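Reactions run in 0.038 M HEPES pH 7.4, 0.28 mM EGTA, 0.1% CHAPS and 5% DMSO, with PI5P4Kalpha, substrate, compound and 5 microM ATP final, one hour at room temperature. Readout is ADP-Glo luminescence.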
PTHR1 ag: agonists of human PTHR1 parathyroid hormone receptor. HEK293 GP2 PTHR1 cells, GloSensor cAMP luminescence, 1 h. AID 743266. actives 0.075% (n = 410,000). Q03431. Potency, µM (series often up to 115 µM), without a hit: at the highest dose activation, usual class: activators; further: potency means the concentration at half of the fitted maximal effect; nearly all actives have a fitted effect of over 55% in size; some results filed as inactive show a strong effect at the top dose; inactives centre near -15; many of its hits are not listed in these tables
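HEK-293-derived GP2 cells expressing PTHR1 and a GloSensor cAMP reporter, 3,000/well, plated overnight, given luciferin plus IBMX (each 0.5 mM as added) for 1 h at 37 °C, then compound for 1 h at 37 °C. Luminescence was read after 15 min at room temperature.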
IL2 activator: IL-2 activation; IL-2 activation reporter assay, cell-based qHTS; stimulated with anti-CD3/CD4/CD28 beads; in transgenic mouse T cells; activation, % (series mostly up to about 46 µM); actives 0.065% (n = 360,000); AID 652025; in the data active means activation above about 50%; inconclusive means mostly about 30% to 49%; further: 0% is about no effect
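Unstimulated transgenic mouse T cells, 750 per well, received compound and, after 60 minutes, anti-CD3/anti-CD4 bead plus anti-CD28 stimulation. EGFP and DsRed were quantified after 18 hours.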
EPAC1 ag: activates human EPAC1 exchange factor. O95398. EPAC1 agonist qHTS, biochemical assay; response scale: 100% = response to 6.5 mM cAMP. Potency, µM (series often up to 154 µM), inactives show top-dose activation, actives largely listed as activators. actives 0.073% (n = 360,000). AID 720707; further: potency means the concentration at half of the fitted maximal effect; nearly all actives have a fitted effect of over 60% in size
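Multi-concentration qHTS readout: loss of Rap1B-bound BODIPY-GDP fluorescence driven by 100 nM EPAC1 with excess GDP (50 uM), monitored kinetically at room temperature; agonist response expressed relative to 6.5 mM cAMP.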
PLK1 PBD inh: inhibitors of human PLK1 polo-box domain binding | P53350 | Plk1 PBD binding of FITC phosphopeptide, fluorescence polarization | Potency, µM, without a hit: max response, negative = inhibition, most hits filed as inhibitors | actives 2.8% (n = 360,000) | AID 720504; further: potency means the concentration at half of the fitted maximal effect; series mostly up to about 57 µM; on the % scale 0 is the no-effect control and ±100 the full control effect; nearly all actives have a fitted effect of over 65% in size
Target sequence (P53350 whole entry, looked up, the tested form may be a part): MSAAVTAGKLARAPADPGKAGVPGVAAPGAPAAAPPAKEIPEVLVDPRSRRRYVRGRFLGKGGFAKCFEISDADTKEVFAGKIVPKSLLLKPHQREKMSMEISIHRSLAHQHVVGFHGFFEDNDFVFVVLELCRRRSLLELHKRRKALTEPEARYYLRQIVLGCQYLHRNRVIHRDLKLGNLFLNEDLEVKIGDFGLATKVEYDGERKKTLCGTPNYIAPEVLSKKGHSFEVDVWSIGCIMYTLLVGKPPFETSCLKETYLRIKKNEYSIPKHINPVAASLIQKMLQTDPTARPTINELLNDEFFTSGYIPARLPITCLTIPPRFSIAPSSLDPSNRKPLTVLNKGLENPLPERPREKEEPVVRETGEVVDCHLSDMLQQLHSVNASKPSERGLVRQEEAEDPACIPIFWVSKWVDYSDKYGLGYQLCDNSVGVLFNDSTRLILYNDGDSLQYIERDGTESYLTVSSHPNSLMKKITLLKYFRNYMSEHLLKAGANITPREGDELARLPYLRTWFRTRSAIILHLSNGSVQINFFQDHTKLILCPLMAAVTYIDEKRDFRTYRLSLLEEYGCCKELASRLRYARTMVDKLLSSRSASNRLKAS
GLP-1R inv ag: inverse agonists of human GLP-1 receptor; P43220; HEK293 GLP-1R CRE-luciferase, luminescence, 24 h; GLP-1R form is constitutively active; Potency, µM (doses to about 38.3 µM), for the others: top-dose activity change, negative = inhibition, usual class: inhibitors; actives 1.6% (n = 410,000); further: potency means the concentration at half of the fitted maximal effect; on the % scale 0 is the no-effect control and ±100 the full control effect; nearly all actives have a fitted effect of over 55% in size
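Inverse agonists were sought by their lowering of basal cAMP reporter luciferase output in HEK293 cells stably carrying constitutively active human GLP-1R, after 24 h compound treatment.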
EPAC1 antagonist: antagonists of human EPAC1 | O95398 | EPAC1 GEF assay, Rap1b-BODIPY-GDP exchange fluorescence | Potency, µM (doses to about 115 µM), for inactives: top-dose activity change, negative = inhibition, hits mostly inhibitors | actives 0.14% (n = 360,000);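 further: potency means the concentration at half of the fitted maximal effect; plate controls were vehicle for no effect and positive control for full effect; nearly all actives have a fitted effect of over 50% in size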
* marks the source's active call; other numbers are inactive results; i = inactive; ? = inconclusive; nt = not tested or not shown; & = joins results of further samples; [ ] = dose if it differs, or a comment. Unless noted, the call rests on the fitted dose curve; in most records, active means well fitted curve in the direction sought with a large enough effect; inconclusive means small, poorly fitted or top-dose-only effect, or another doubt; inactive means no such curve, though single readings can be large; an effect the other way counts as inactive or inconclusive. This is a subset. The share of hits here may be higher or lower than overall.

SMILES	GLP-1R agonist	GLP1R cytotox	PI5P4Ka inh	PTHR1 ag	IL2 activator	EPAC1 ag	PLK1 PBD inh	GLP-1R inv ag	EPAC1 antagonist
COCC(C)n1c(C)cc(C(=O)CN2C(=O)NC(Cc3c[nH]c4ccccc34)C2=O)c1C (stereo not given)	1%	-3%	1	-8%[57.5 µM]	-0.2	4%	-6%	?	-15%
Cc1ccc(Sc2ccc(CN3CCCC3)cc2[N+](=O)[O-])cc1	3%	-10%	9	29%	-0.7	8%	-2%	?	-13%
OCC[C@H]1C[C@H](O)[C@@H](O)[C@@]2(CCCc3ccccc3O2)O1	7%	-12%	1	i	1.6	7%	-11%	15%	-1%
OCCC1CN(Cc2cccn2-c2ncccn2)CCN1Cc1ccccc1 (stereo not given)	1%	-17%	-3	i	-1.7	1%	-18%	-6%	-8%
CCN(CC(=O)Nc1cc(Cl)ccc1C)C(=O)c1ccc(N2CCCC2=O)cc1	8%	-9%	-2	-12%	7.7	-6%	0%	-2%	-8%
Cc1ccccc1C(C(=O)NC1CCCC1)N(C(=O)Cc1cccs1)c1ccc2c(c1)OCCO2 (stereo not given)	5%	-1%	nt	i	-2.3	15%	-10%	?	-1%
CSC1=N/C(=C\c2ccccc2F)C(=O)S1	-3%	-4%	11	-28%	1.9	8%	-7%	-21%	5%
CC1CCN(C(=O)c2ccc(S(=O)(=O)N3CCCC3)cc2)CC1	-7%	0%	-16	-16%	1.9	-10%	-1%	3%	-1%
Cc1nn(CC(=O)NCCc2ccc(Cl)cc2)c(C)c1[N+](=O)[O-]	-5%	-2%	nt	-16%[57.5 µM]	0.5	5%	-6%	0%	8%
COC(=O)c1ccc2nc(-c3ccc(C)cc3)c(Cc3ccc(C)cc3)n2c1	-5%	5%	1	i	0.2	-2%	1%	9%	-22%
c1ccc(C2=NNC(=NC3CC3)SC2)cc1	-5%	16%	nt	-5%[57.5 µM]	-1.0	12%	-40%	-55%	-2%
Cc1ccsc1C(=O)N1CCC1(C)C(=O)NS(=O)(=O)c1ccc(Br)cc1 (stereo not given)	-5%	4%	-1	i	0.3	7%	-15%	14%	-9%
COc1cccc(NC(=O)Cn2cc(C(=O)C3CC3)c3ccccc32)c1	-8%	7%	6	-2%	0.0	?	0%	?	-9%
CN(C)CCNC(=O)C(C(=O)c1ccccc1)n1ccccc1=O (stereo not given)	-7%	9%	nt	-6%	0.9	10%	-8%	-8%	-13%
Cc1ccc(-n2c(N)cc(=O)nc2SCC(=O)N2CCN(c3ccccc3)CC2)cc1	-2%	-9%	-3	-13%	-1.0	13%	4%	1%	4%
COc1ccc(CN(C2CC2)S(=O)(=O)c2ccccc2Br)cc1	-3%	4%	12	-46%[inhibitor]	-0.8	14%	-1%	?	-3%
O=C(Cc1ccc(Cl)cc1)Nc1cc(Cl)ccn1	12%	-8%	5	-11%	1.3	9%	-1%	?	-4%
CCCCCCN1C[C@H](O)[C@@H](n2cc(-c3ccc(F)cc3)nn2)C[C@@H]1c1ccc(Cl)cc1	-4%	12%	9	-35%[inhibitor]	-5.5	-3%	-18%	?	-16%
COC(=O)CN1C(=O)[C@H]2[C@@H](c3ccc(C)o3)N3C(=O)CN(CCO)C(=O)[C@@]3(C)[C@H]2C1=O	-4%	16%	-3	-23%	-0.3	-21%	-5%	15%	-6%
COc1cc(OC)c(C(=O)/C=C/c2ccc(OCc3ccccc3)c(OC)c2)c(OC)c1	10%	-27%	0	-4%	-0.9	4%	-1%	?	-22%
COc1cc(OC)c(C2=NOC(C(=O)Nc3c(C)nn(CC(=O)N4CCCC4)c3C)C2)cc1Cl (stereo not given)	2%	-5%	nt	-5%[57.5 µM]	1.9	6%	1%	45%[activator]	-5%
Cc1ccc(S(=O)(=O)N2CCN(S(=O)(=O)N3CCOCC3)CC2)cc1C	-7%	49%[activator]	nt	i	-0.5	10%	-10%	0%	1%
COc1ccc(-c2cc3c(c4c2ccn4C)C2CCC3C2)cc1 (stereo not given)	1%	1%	11	i	0.8	-1%	-4%	-13%	-4%
COc1ccc(CN2C(=NC(=O)CCc3ccccc3)SC3CS(=O)(=O)CC32)cc1 (stereo not given)	-2%	-34%	-3	i	-1.6	-3%	-6%	-26%	-2%
CC(=O)Nc1ccc(Nc2cc(C)c3ccccc3n2)cc1	-1%	-10%	2	i	-0.7	1%	-1%	2%	1%

Single records, from the list above. Screens in order: GLP-1R agonist, GLP1R cytotox, PI5P4Ka inh, PTHR1 ag, IL2 activator, EPAC1 ag, PLK1 PBD inh, GLP-1R inv ag, EPAC1 antagonist
`Cc1ccccc1C(C(=O)NC1CCCC1)N(C(=O)Cc1cccs1)c1ccc2c(c1)OCCO2` (stereo not given) is listed as 5%, -1%, nt, i, -2.3, 15%, -10%, ?, -1%
`OCCC1CN(Cc2cccn2-c2ncccn2)CCN1Cc1ccccc1` (stereo not given) is listed as 1%, -17%, -3, i, -1.7, 1%, -18%, -6%, -8%

Reprinted at random: 3 records from the list, in no set order.
SMILES	GLP-1R agonist	GLP1R cytotox	PI5P4Ka inh	PTHR1 ag	IL2 activator	EPAC1 ag	PLK1 PBD inh	GLP-1R inv ag	EPAC1 antagonist
Cc1ccc(-n2c(N)cc(=O)nc2SCC(=O)N2CCN(c3ccccc3)CC2)cc1	-2%	-9%	-3	-13%	-1.0	13%	4%	1%	4%
Cc1ccc(Sc2ccc(CN3CCCC3)cc2[N+](=O)[O-])cc1	3%	-10%	9	29%	-0.7	8%	-2%	?	-13%
Cc1ccc(S(=O)(=O)N2CCN(S(=O)(=O)N3CCOCC3)CC2)cc1C	-7%	49%[activator]	nt	i	-0.5	10%	-10%	0%	1%

The main list resumes; the 2 compounds before the break are reprinted first.
SMILES	GLP-1R agonist	GLP1R cytotox	PI5P4Ka inh	PTHR1 ag	IL2 activator	EPAC1 ag	PLK1 PBD inh	GLP-1R inv ag	EPAC1 antagonist
COc1ccc(CN2C(=NC(=O)CCc3ccccc3)SC3CS(=O)(=O)CC32)cc1 (stereo not given)	-2%	-34%	-3	i	-1.6	-3%	-6%	-26%	-2%
CC(=O)Nc1ccc(Nc2cc(C)c3ccccc3n2)cc1	-1%	-10%	2	i	-0.7	1%	-1%	2%	1%
O=C(NC(=S)Nc1ncc(Br)cc1Br)c1cncc(Br)c1	-13%	-28%	nt	i	-2.7	-2%	-24%	-7%	19%
CCC(=O)c1cn(CC(=O)Nc2ccc(C)cc2C)c2ccccc12	7%	2%	2	i	-0.1	1%	-5%	-23%	-8%
C[C@H](CO)N1C[C@H](C)[C@H](CN(C)S(=O)(=O)c2cn(C)cn2)OCc2cnnn2CCCC1=O	-1%	7%	-1	-18%	1.9	-7%	-20%	-5%	6%
CCOC(=O)c1cnc(SCC(=O)c2ccc(Cl)cc2)nc1N	12%	-20%	-13	i	2.3	0%	-27%	11%	-2%
COc1c(C(C)C)oc2cc3oc(=O)ccc3cc12	26%	12%	3	-22%	0.6	0%	-8%	13%	19%
COc1ccccc1CC(=O)Nc1cc2oc3ccccc3c2cc1OC	18%	-27%	nt	-35%	-0.9	13%	2%	?	5%
c1ccc2c(c1)OCC(c1nn3cnnc3s1)O2 (stereo not given)	-6%	12%	2	-15%	-1.4	-1%	-9%	1%	-7%
CN1CCN(c2ccc(-c3cc(NC=O)c4ncc(-c5ccccc5)n4c3)cc2)CC1	11%	-30%	?	-14%	0.3	-3%	-7%	?	4%
Cc1ccccc1C(=O)N1CCN(c2ccc(NC(=O)Cc3ccccc3)cc2)CC1	-15%	-7%	0	i	-2.8	0%	-6%	?	-18%
O=C(Nc1ccccc1)C1=C[C@H](c2ccc(C(F)(F)F)cc2)C[C@H](OCCCCO)O1	5%	-13%	0	-34%[inhibitor]	-3.4	-12%	?	?	-18%
NC(=O)CSc1nnc(C2CC2)n1-c1ccccc1	0%	5%	8	-2%[57.5 µM]	-0.1	-7%	-2%	17%	-2%
Cc1cc(C)c(NC(=O)Cn2c(=O)c3cccn3c3ccccc32)c(C)c1	2%	-45%&3%	-6	-11%&-22%	-0.7	-6%	-1%	0%&10%	13%
O=C(CSc1nn(-c2ccccc2)c(=S)s1)Nc1ncccn1	-3%	6%	4	-17%	0.2	18%	-5%	-9%	13%
CCOc1cccc(-c2cc(N3CCN(CCO)CC3)n3nccc3n2)c1	-2%	-6%	3	i	-0.6	-8%	-5%	-24%	-7%
O=C(Nc1cccnc1)c1ccc(S(=O)(=O)c2ccc(Cl)cc2)cc1	13%	-6%	-6	-44%	-0.2	-1%	-17%	5%	-5%
Cc1cccc2cc(CN(CC3CCCO3)C(=S)Nc3ccccc3)c(=O)[nH]c12 (stereo not given)	-1%	7%	-1	14%	0.2	-1%	-9%	22%	7%
N#CCCn1cc(C(=O)Nc2ccccc2Br)c(-c2cc3ccccc3o2)n1	4%	?	22	-12%	-0.6	-6%	7%	-49%	-4%
O=C1CCN(Cc2ccccc2)CCN1CCSc1ccccc1	9%	-34%	-2	-79%[inhibitor]	-1.7	7%	0%	18%	2%
Cc1ccc(C(=O)CSc2nc3c([nH]2)c(=O)n(C)c(=O)n3C)cc1	-2%	7%	-6	-6%	-3.1	-6%	-7%	18%	16%
C/C(CC(=O)Nc1cc(C)ccn1)=N\NC(=O)c1cccc(C)c1	-5%	-2%	-7	?	1.0	0%	-10%	-3%	-28%
COc1ccc(S(=O)(=O)Nc2ccc3c(c2)C(=O)N([C@H](C)CO)C[C@H](C)[C@@H](CN(C)C(=O)NC2CCCCC2)O3)cc1	0%	-18%	2	-3%	-0.2	-5%	0%	14%	0%
O=C(Nc1ccc2c(c1)C(=O)NC2=O)c1ccccc1	-4%	2%	2	-4%	-3.8	-9%	0%	40%[activator]	1%
O=C(c1cc(-c2cccs2)on1)N1CCCc2ccccc21	15%	0%	-3	i	0.8	6%	5%	?	-5%
O=C(COc1ccccc1F)Nc1ccc(S(=O)(=O)Nc2nccs2)cc1	4%	5%	-2	-17%	0.4	1%	-21%	13%	-1%
O=C(NN=C(Cc1ccccc1)Cc1ccccc1)c1ccccc1F	12%	6%	2	i	-4.2	-6%	-1%	-17%	-3%
